SRC2 TRFRET art: TR-FRET artefact, counter-screen to PPARgamma/SRC-2 agonist assay. stronger effect = higher value. TR-FRET ratio at 8 µM. 0.4% of 200,000 active; in the data active = TR-FRET ratio above about 2000; note: inactives centre near 1500
PPARg SRC-2 ag: agonists of SRC-2 recruitment by human PPARgamma | P37231 | PPARgamma LBD-SRC-2 recruitment, biochemical | activation, % at 8 µM | 0.34% of 200,000 active | AID 1032; in the data active = activation above about 22%;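 note: 0% = vehicle and 100% = reference agonist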
Target sequence (P37231 whole entry, looked up, the tested form may be a part): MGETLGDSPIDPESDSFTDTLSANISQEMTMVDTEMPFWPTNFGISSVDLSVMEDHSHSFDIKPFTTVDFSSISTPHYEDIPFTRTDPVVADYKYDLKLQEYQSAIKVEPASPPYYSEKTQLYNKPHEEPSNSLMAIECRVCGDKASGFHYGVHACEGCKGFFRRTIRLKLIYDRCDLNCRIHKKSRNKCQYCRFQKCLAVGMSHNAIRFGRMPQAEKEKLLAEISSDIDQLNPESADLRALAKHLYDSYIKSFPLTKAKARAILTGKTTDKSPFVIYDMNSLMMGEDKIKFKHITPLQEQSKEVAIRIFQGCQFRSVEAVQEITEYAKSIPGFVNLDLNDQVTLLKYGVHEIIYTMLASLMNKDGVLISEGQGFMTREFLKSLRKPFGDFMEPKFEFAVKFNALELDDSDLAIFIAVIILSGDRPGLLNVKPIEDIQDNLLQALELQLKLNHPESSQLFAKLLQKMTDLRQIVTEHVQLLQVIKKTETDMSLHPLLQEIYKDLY
bIAP inhibitor: intestinal alkaline phosphatase (bovine) inhibition. purified bovine IAP, CDP-star luminescence, 30 min. 190,000 tested, under 10 active. inhibition, % at 20 µM;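 active = over 50% inhibition of intestinal alkaline phosphatase at 20 µM in the single-dose screen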
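test system = bovine IAP enzyme | medium = DEA buffer 100 mM, pH 9.8, with MgCl2 1.0 mM, ZnCl2 0.02 mM | detection = luminescence | dosing = single compound dose of 20 µM, 2% DMSO final | incubation = 30 min reaction at room temperature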
STAT3 inh: STAT3 signaling inhibition; 0.89% of 190,000 active; AID 862; U3A cells, IL-6 STAT3-luciferase reporter, luminescence; host cell line lacks STAT1; inhibition, % at 5.5 µM;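 active = inhibition above the mean inhibition across all screened compounds plus 3 SD, cut at about 44% in these data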;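 note: 0% = DMSO only wells and 100% = 100 µM nifuroxazide control wells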
bIAP act: intestinal alkaline phosphatase (bovine) activation; purified bovine IAP, CDP-star luminescence, 30 min; stronger effect = higher value; fold of DMSO-control signal, blank-subtracted; 0.17% of 200,000 active; activation factor at 20 µM;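 active = activation factor of 2 or more at 20 µM, a signal rise over negative controls twice the positive control's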
TNAP act hiacc: increases human TNAP activity under high phosphate acceptor concentration; P05186; purified TNAP, CDP-star luminescence, 1 M DEA, 30 min; stronger effect = higher value; 0 = EDTA background, 1 = DMSO-only activity; 200,000 tested, under 10 active; activation factor at 20 µM;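 active = activation factor at least 2 at 20 µM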
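Control set: EDTA negative control, DMSO positive control / Assay system: human TNAP / Quantity: TNAP 1/800 final / Evaluation: TNAP activation factor scaled between EDTA and DMSO control wells / Measured by: luminescent substrate turnover signal / Compound dosing: one dose, 20 µM / Times: 30 min enzyme reaction at room temperature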
STAT1 blocker: reduces IFN-gamma driven STAT1 reporter signal; AID 920; 0.35% of 200,000 active; inhibition, % at 5.5 µM; NIH 3T3 STAT1-luciferase reporter, luminescence;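 active = inhibition above a set limit, the mean inhibition across all tested compounds plus 3 SD, cut at about 34% in these data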;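 note: 0% = IFN-gamma with DMSO and 100% = IFN-gamma with 300 µM nifuroxazide; values of inactives mirror those of a sister screen read the other way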
STAT3 activator: activators of IL-6 induced STAT3 signaling; U3A cells, IL-6 STAT3-luciferase reporter, luminescence; 100% = signal with IL-6 EC80 alone; activation (% of control), % at 5.6 µM; 0.91% of 190,000 active;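 active = activation above the screen-wide mean of compound activation plus 3 SD, cut at about 130% in these data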;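 note: 0% = background luminescence of wells with medium and substrate only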
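Material: human STAT1-deficient U3A cells with stable STAT3-luciferase reporter / Probe or stimulus: IL-6 stimulus at 33 ng/mL final / Schedule: 1 h compound pre-exposure, 6 h IL-6 stimulation, 37 °C / Technique: luminescence / Read-out basis: percent of IL-6-only median luminescence / Control set: IL-6-only high control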
ROMK primary: human ROMK K+ channel modulation, primary screen. Tet-inducible ROMK, thallium flux fluorescence; actives lie on both sides. B-score at 10 µM. 2% of 130,000 active. AID 1918;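 active = signal ratio slope over the read window, or its plate-corrected B-score, at least 3 SD from the plate mean, either direction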;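 note: B-score of the F/F0 ratio slope over 7 to 12 s after thallium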
Target sequence (P48048 whole entry, looked up): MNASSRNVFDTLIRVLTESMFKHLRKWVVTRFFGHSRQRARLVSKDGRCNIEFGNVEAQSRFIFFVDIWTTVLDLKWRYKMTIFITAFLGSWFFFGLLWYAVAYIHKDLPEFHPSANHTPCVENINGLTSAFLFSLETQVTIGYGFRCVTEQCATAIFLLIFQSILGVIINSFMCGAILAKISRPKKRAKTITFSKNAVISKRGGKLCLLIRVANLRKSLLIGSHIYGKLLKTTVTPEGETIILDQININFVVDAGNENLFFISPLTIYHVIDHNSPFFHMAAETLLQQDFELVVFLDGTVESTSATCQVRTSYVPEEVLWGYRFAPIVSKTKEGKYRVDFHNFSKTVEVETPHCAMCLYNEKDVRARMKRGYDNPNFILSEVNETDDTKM
PPARg SRC-3 ag: PPARgamma-driven SRC-3 recruitment agonism | P37231 | biochemical PPARgamma/SRC-3 coactivator recruitment assay | activation, % at 8 µM | 0.26% of 200,000 active | AID 731; in the data active = activation above about 23%;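 note: 0% = DMSO and 100% = reference agonist; some compounds past the cut are filed as inactive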
PPARg SRC1 recr: PPARgamma-driven SRC-1 recruitment agonism; P37231; activation, % at 8 µM; 0.41% of 200,000 active; PPARgamma-SRC-1 coactivator recruitment biochemical assay; AID 631; in the data active = activation above about 19%;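 note: 0% = DMSO and 100% = reference agonist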
* marks the source's active call; other numbers are inactive results; x = no result given.

SMILES	SRC2 TRFRET art	PPARg SRC-2 ag	bIAP inhibitor	STAT3 inh	bIAP act	TNAP act hiacc	STAT1 blocker	STAT3 activator	ROMK primary	PPARg SRC-3 ag	PPARg SRC1 recr
COc1ccccc1C(=O)N1CCN(Cc2nc3cc([N+](=O)[O-])ccc3n2C)CC1	1335	-8	-7	0	1.1	1	5	104	-0.43	4	4
Cn1cc(Cl)c(-c2n[nH]c(=S)n2-c2ccccc2)n1	2159*	35*	-32	2	1.3	1	-3	100	-0.35	21	30*
Cc1ccccc1Nc1nc(N)nc(COC(=O)CC2CC3CCC2C3)n1 (centres undefined)	1510	12	-1	0	1	1	-1	97	x	3	2
CCN(Cc1cc(=O)n2cc(Cl)c(C)c(Cl)c2n1)Cc1nc2ccccc2c(=O)[nH]1	1493	2	-16	3	1.2	1	-10	99	-0.22	4	0
CCOC(=O)c1c(SC)nc(SC)c2c1CCC2	1677	8	18	4	0.8	1	0	98	-0.86	-1	15
OCCCc1n[nH]c(=S)n1-c1ccccc1	1378	7	2	-6	1	1	-1	107	-0.65	-2	-8
COc1ccc(OC)c(C(=O)CSc2nc3c(c(=O)n(C)c(=O)n3C)n2C(C)C)c1	1581	3	3	5	1	1.1	12	96	x	1	2
CCN1C(=O)/C(=C\N(C)C)S/C1=N\S(=O)(=O)c1ccc(C)cc1	1605	-4	-6	1	1.1	1	-2	99	0.032	4	8
NC(=O)[C@@H]1CCCN1Cc1nc(Cc2ccccc2Cl)no1	1743	9	12	5	0.9	1	-5	99	1.3	4	4
COc1ccc(C(=O)N(C)Cc2ccccc2)cc1Br	1451	0	22	4	0.8	1	-8	101	x	4	-3
Cc1ccc(CNC(=O)c2ccc(COc3ccccc3)cc2)cc1	1486	0	28	-4	0.7	1	-1	101	0.15	-2	-2
COc1ccccc1NC(=O)CN1CCN(C2c3ccccc3-c3ccccc32)CC1	1482	0	-96	2	2*	1.1	0	101	-0.048	-2	6

Retrieved one by one from the entries so far (5):
SMILES	SRC2 TRFRET art	PPARg SRC-2 ag	bIAP inhibitor	STAT3 inh	bIAP act	TNAP act hiacc	STAT1 blocker	STAT3 activator	ROMK primary	PPARg SRC-3 ag	PPARg SRC1 recr
CCOC(=O)c1c(SC)nc(SC)c2c1CCC2	1677	8	18	4	0.8	1	0	98	-0.86	-1	15
COc1ccccc1C(=O)N1CCN(Cc2nc3cc([N+](=O)[O-])ccc3n2C)CC1	1335	-8	-7	0	1.1	1	5	104	-0.43	4	4
COc1ccc(C(=O)N(C)Cc2ccccc2)cc1Br	1451	0	22	4	0.8	1	-8	101	x	4	-3
Cc1ccc(CNC(=O)c2ccc(COc3ccccc3)cc2)cc1	1486	0	28	-4	0.7	1	-1	101	0.15	-2	-2
CCN1C(=O)/C(=C\N(C)C)S/C1=N\S(=O)(=O)c1ccc(C)cc1	1605	-4	-6	1	1.1	1	-2	99	0.032	4	8

(listing goes on)
SMILES	SRC2 TRFRET art	PPARg SRC-2 ag	bIAP inhibitor	STAT3 inh	bIAP act	TNAP act hiacc	STAT1 blocker	STAT3 activator	ROMK primary	PPARg SRC-3 ag	PPARg SRC1 recr
COc1ccc(OC)c(NC(=S)NCCSc2ccc(C)cc2)c1	1532	7	6	-8	0.9	1	3	110	0.37	0	1
FC(F)(F)c1cc(-c2ccco2)nc(NCc2ccc(Cl)cc2)n1	1439	3	x	5	0.3	1.1	-3	100	1.8	1	-5
COc1ccc(-c2cc(C(F)F)n3ncc(C(=O)N4CCN(C(=O)c5ccco5)CC4)c3n2)cc1	1595	6	-13	17	1.1	1	-7	86	x	3	0
COc1ccc(Cl)cc1NC(=O)Nc1ccc(Br)cn1	1496	4	-17	-72	1.2	1.1	7	160*	1.2	7	3
Cc1ccc(C2CN(c3ccccc3)CC2C(=O)c2ccc(F)cc2)cc1 (centres undefined)	1566	2	20	7	0.8	1	12	98	x	2	3
Cc1ccc(NCCC(=O)c2cccc([N+](=O)[O-])c2)c(C)c1	1545	3	12	14	0.9	1	-6	96	x	4	10
Cc1cc(N2CCN(Cc3cn(C)nc3-c3cccc(Cl)c3)CC2)cc(C)n1	1457	-1	-22	5	1.2	1	13	99	-0.89	2	1
CCOc1ccccc1NC(=S)NC1CCCCC1	1648	-2	15	-1	0.9	1	5	99	0.28	1	10
Cc1cccc(OC(C)C(=O)N2CCCc3ccccc32)c1 (centres undefined)	1521	-11	13	-9	0.9	1	-1	108	0.057	-1	0
Nc1c(C(=O)NCc2ccco2)nnn1-c1ccccc1	1511	8	-3	-11	1	1	-25	112	1	-8	4
CN(C)c1nc(Cl)nc(NCCOc2ccccc2)n1	1491	-6	-3	9	1	1	-1	91	0.8	-2	-1
COC(=O)c1c(N2C(=O)[C@H]3[C@@H](C2=O)[C@]2(C(=O)Nc4ccccc42)N2CCC[C@@H]32)sc(C)c1C	1636	0	-10	8	1.1	1	-4	103	0.25	-2	8
CC(=O)c1ccc(OCCCC(=O)NCC(c2ccco2)N(C)C)cc1 (centres undefined)	1620	-2	3	3	1	1	-2	100	x	7	10
CCC(C)Sc1nc2c(c(=O)[nH]c(=O)n2C)n1Cc1ccc(Cl)cc1 (centres undefined)	1695	8	8	-2	0.9	1	-2	105	x	4	3
O=S(=O)(Nc1ccccc1N1CCOCC1)c1ccc(Cl)s1	1554	1	8	2	0.9	1.1	2	104	x	-4	3
COc1ccccc1-c1nnc(NC(=O)c2ccc3ncsc3c2)o1	1657	7	-6	-51	1.1	1	-25	146*	x	3	0
COc1ccccc1NC(=O)COc1cc(Br)c(CNCCCN2CCOCC2)cc1OC	1403	1	-24	2	1.2	1	-9	104	-1.5	-2	7
COc1ccc(N2CCN(C(=O)CCCn3c(=O)[nH]c4cc(Cl)ccc4c3=O)CC2)cc1	1527	3	-1	16	1	1	6	91	0.057	3	-2
c1ccc(CSC2=NCCCN2)cc1	1474	1	16	2	0.8	1	-3	104	-0.32	5	4
C/C(O)=C(/N=O)C(=O)Nc1ccccc1	1477	-11	2	1	1	1	-12	102	x	-7	-2
CC(c1nnc(SCC(=O)Nc2cccnc2Cl)n1-c1ccccc1)N(C)C (centres undefined)	1679	3	-15	7	1.2	1	5	99	-0.75	1	0
O=C(Nc1ccccc1)C(O)C(O)C(=O)Nc1ccccc1 (centres undefined)	1478	6	4	4	1	1	1	102	-0.31	-2	6
CCCOc1ccccc1NC(=O)c1c(-c2ccccc2)noc1C	1513	2	18	13	0.8	1	2	93	x	1	1
O=C(Cn1nnc(-c2cccs2)n1)NCc1cccs1	1612	5	4	10	1	1.1	-2	99	0.0066	2	2
Cc1ccc(Oc2cc(-n3nc(C)cc3C)ncn2)cc1	1505	4	8	18	0.9	1	-5	88	-0.8	8	-1
Cc1ccccc1-c1cc(C(=O)Nc2sc(C)c(C)c2C(N)=O)c2ccccc2n1	1527	8	2	-30	1	0.9	12	126	-0.045	1	-8
Cc1c(C(=O)Nc2ccc(F)cc2)nnn1-c1cccc(C(F)(F)F)c1	1572	-1	-13	32	1.1	1	-2	75	0.41	-4	4
CCCCCc1ccc(-c2ccc(OC)cc2)nc1	1562	-7	-1	8	1	1	-45	95	x	3	-2
COc1ccc(CCNC(=O)CSc2nc(C)cc(C)n2)cc1OC	1607	10	-8	-4	1.1	1	4	105	-0.2	0	12
COc1ccc(-c2nnn(CC(=O)N(CC3CCCO3)C(C(=O)NC(C)(C)C)c3ccco3)n2)cc1OC (centres undefined)	1734	1	-7	9	1.1	1	16	98	-0.14	1	0
Cc1cc(/C=C/C(=O)O)c(C)n1-c1ccc(Cl)cc1	1594	1	7	-1	0.9	1.1	-1	107	x	0	2
C(=N\n1cnnc1)/c1cccn1-c1ccccc1	1661	2	-1	2	1	1	10	102	x	3	2
CCC(CO)N=CC1=C(O)C(C(=O)c2ccccc2)CCC1=O (centres undefined)	1636	-8	0	1	1	1	-7	101	-0.42	-1	-3
O=C(CN1CCOCC1)OCCCc1ccccc1	1641	2	1	10	1	1	5	95	x	13	1
COCCNC(=O)CN(c1cc(Cl)ccc1OC)S(=O)(=O)c1ccc(C)c([N+](=O)[O-])c1	1400	-3	-12	1	1.1	1.1	-2	100	-0.18	0	3
Cc1cc(NC(=O)C(C)C)ncc1NC(=O)Cc1ccccc1	1265	0	11	16	0.9	1.1	-9	87	-1.1	-8	-5
COc1ccc(OCc2nc3ccccc3n2C(C)C)cc1	1276	4	12	2	0.9	1	-4	100	-2.3	6	-7
COC(=O)c1c(NC(=O)CN2CCN(Cc3ccc4c(c3)OCO4)CC2)sc(C)c1C	1470	0	-31	10	1.3	1.1	-10	98	0.32	5	-1
COc1ccc(CCNC(=O)Cn2nnc(-c3ccc(N(C)C)cc3)n2)cc1OC	1413	5	3	4	1	1	-2	99	0.089	0	-2
COc1ccccc1CC(=O)N1CCCC1	1627	-2	5	1	1	1	-9	102	x	7	0
CCOC(=O)c1c(NC(=O)COc2ncnc3ccccc23)sc(C(C)=O)c1C	1682	25*	7	4	0.9	1	13	98	-0.68	11	13
COC(=O)CN1CCN(C(=O)c2ccc(F)cc2)c2ccccc2C1	1421	-1	15	-20	0.8	1	-3	118	x	7	0
CS(=O)(=O)NCc1ccc(C(=O)NCc2ccccc2)cc1	1493	4	9	-3	0.9	1	4	104	-0.0066	-1	-3
N#C/C(=N/Nc1ccccc1F)C(=N)N1CCOCC1	1700	6	14	-1	0.9	0.9	-8	107	0.029	11	-1
Cn1ccnc1C(O)c1ccco1 (centres undefined)	1618	9	3	4	1	1	4	100	0.51	2	3
CCOC(=O)CC(=O)CSc1ncc(C(=O)OCC)c(N)n1	1556	13	10	3	0.9	1	1	101	-0.42	-7	1
Cc1ccc(N2C(=O)[C@@H]3[C@H](C2=O)C2c4ccccc4C=CN2[C@@H]3C(=O)c2ccco2)cc1 (some centres undefined)	1449	-11	6	-29	0.9	1	-4	130	-0.68	-9	-7
Cc1ccc2nc(SC(C)C(=O)N3CCCCC3)[nH]c2c1 (centres undefined)	1484	-3	-23	9	1.2	1	-17	99	1.3	1	6
CN(C)C/C(Cl)=C(\Cl)c1ccccc1	1694	0	4	7	1	1	12	97	-1	9	6
CCCCOc1ccc(NC(=O)Cn2c(=O)ccc3c(C)cc(C)nc32)cc1	1497	3	15	2	0.9	1	-1	104	x	2	5
CCn1c(SCC(=O)Nc2ccc3c(c2)OCO3)nnc1-c1ccccc1O	1551	9	7	18	0.9	1	-2	87	x	-5	10
COc1ccc(C(C(=O)Nc2ccc(C(C)C)cc2)N(C)C(=O)c2ccc(=O)[nH]c2)cc1 (centres undefined)	1681	-7	-20	4	1.2	1	-2	98	-0.34	-1	7
FC(F)(F)c1nc(Oc2ccccc2)c2ccccc2n1	1652	-2	-7	4	1.1	1	2	102	x	6	4
CC1=C(C(=O)c2ccccc2)C(c2ccc(N3CCOCC3)cc2)NC(=O)N1 (centres undefined)	1348	1	-17	0	1.2	1	5	104	-0.2	-4	4
